Source: PubChem
COUP-TFII inh – blocks human COUP-TFII nuclear receptor; P24468; HEK293T NGFI-A luciferase reporter, luminescence; inhibition, % at 8.6 µM; 370,000 compounds, 0.7% hits;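 active means inhibition above a per-plate cutoff, mean inhibition of test wells between control levels plus 3 SD, cut at about 38% in these data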;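 further: cells cotransfected with COUP-TFII expression vector driving the NGFI-A reporter; 0% = median of COUP-TF2 test wells and 100% = reporter-only cells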
Target sequence (P24468 whole entry, looked up): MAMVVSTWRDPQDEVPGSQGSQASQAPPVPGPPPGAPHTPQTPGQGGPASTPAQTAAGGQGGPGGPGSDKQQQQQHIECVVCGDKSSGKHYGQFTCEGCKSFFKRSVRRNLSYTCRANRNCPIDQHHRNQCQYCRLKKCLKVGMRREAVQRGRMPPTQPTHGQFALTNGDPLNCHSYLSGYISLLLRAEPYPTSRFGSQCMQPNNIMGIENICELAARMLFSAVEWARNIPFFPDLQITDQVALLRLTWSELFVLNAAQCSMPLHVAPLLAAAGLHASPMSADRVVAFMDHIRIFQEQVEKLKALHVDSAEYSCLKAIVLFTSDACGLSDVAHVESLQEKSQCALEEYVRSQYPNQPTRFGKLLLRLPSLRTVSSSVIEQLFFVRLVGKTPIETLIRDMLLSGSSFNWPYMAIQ
TLR9-MyD88 block – blocks human TLR9 binding to MyD88; Q9NR96+Q99836; CHO BLA complementation TLR9-MyD88, CCF4 FRET ratio; inhibition, % at 4.98 µM; 340,000 compounds, 0.21% hits; AID 504734;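 active means inhibition above the mean over all tested compounds plus 3 SD, cut at about 21% in these data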;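 further: 0% = DMSO only wells and 100% = clavulanate BLA inhibitor control wells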
TROY NFkB inh – TROY signaling inhibition. 360,000 compounds, 0.98% hits. Q293 LMP1-TROYcd NF-kB luciferase reporter, 4 h. inhibition, % at 10 µM;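 active means compounds whose plate-normalised and pattern-corrected inhibition of the luciferase reporter signal at the single screening dose is 50% or more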
TWEAK-Fn14 inh – blocks TWEAK-Fn14 interaction in a reporter cell assay | TWEAK-stimulated Fn14 reporter cells, luciferase luminescence, 8 h | 360,000 compounds, 2% hits | inhibition, % at 10 µM; in the data active means inhibition above about 50%
Granule exo inh – blocks lytic granule exocytosis. TALL-104 LAMP-1 surface exposure, flow cytometry; cells stimulated with thapsigargin and PMA. inhibition, % at 10 µM. 360,000 compounds, 0.66% hits;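 active means inhibition above about 55%, limit read from the data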
LRH-1 inv ag – suppresses constitutive activity of human LRH-1. O00482. HEK293T StAR-luciferase reporter, LRH-1 transfected, 24 h. inhibition, % at 3.6 µM. 360,000 compounds, 0.13% hits. AID 602396;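 active means inhibition above the mean inhibition of all tested compounds plus 3 SD, cut at about 73% in these data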;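 further: 0% = DMSO wells and 100% = reporter-only cells lacking LRH-1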
Target sequence (O00482 whole entry, looked up): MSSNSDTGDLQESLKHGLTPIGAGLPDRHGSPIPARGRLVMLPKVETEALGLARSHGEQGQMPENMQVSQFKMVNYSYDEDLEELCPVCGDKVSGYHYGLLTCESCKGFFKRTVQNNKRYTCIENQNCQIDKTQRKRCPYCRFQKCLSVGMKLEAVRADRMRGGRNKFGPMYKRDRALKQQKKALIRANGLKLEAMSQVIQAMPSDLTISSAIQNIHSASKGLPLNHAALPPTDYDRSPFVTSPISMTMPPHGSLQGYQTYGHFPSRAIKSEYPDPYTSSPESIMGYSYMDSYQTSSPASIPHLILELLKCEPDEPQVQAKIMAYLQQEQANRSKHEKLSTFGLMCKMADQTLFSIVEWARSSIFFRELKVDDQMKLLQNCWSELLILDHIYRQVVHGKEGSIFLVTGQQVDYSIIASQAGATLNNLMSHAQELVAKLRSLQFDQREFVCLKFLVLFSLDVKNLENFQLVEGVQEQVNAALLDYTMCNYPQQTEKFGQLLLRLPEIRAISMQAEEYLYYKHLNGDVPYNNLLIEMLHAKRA
NCOA2 inhibitor – human SRC2 (NCOA2) inhibition | AID 651957 | 370,000 compounds, 0.17% hits | Q15596 | inhibition, % at 9 µM | HEK293 GAL4-SRC2 luciferase reporter, luminescence;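 active means inhibition above the mean inhibition of all tested compounds plus 3 SD, set per campaign, cut at about 52% in these data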;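 further: 0% = DMSO treated cells and 100% = cells given Gossypol at 36 µM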
NCOA1 inh – inhibits human SRC1 coactivator; Q15788; HEK293 GAL4-SRC1 luciferase reporter, luminescence; inhibition, % at 3.6 µM; 360,000 compounds, 0.12% hits; AID 588354;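 active means inhibition above the campaign mean plus 3 SD, with each screening campaign given its own cutoff, cut at about 60% in these data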;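 further: 0% = DMSO treated cells and 100% = gossypol at 36 µM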
ABHD5-PLIN5 inh – blocks binding of human ABHD5 to perilipin-5; Q00G26+Q8WTS1; Split G. princeps luciferase complementation, luminescence, 4 h; inhibition, % at 4 µM; 360,000 compounds, 0.78% hits;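 active means inhibition above the mean inhibition across every tested compound plus 3 SD, cut at about 22% in these data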;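 further: 0% = DMSO only wells and the 100% control is not disclosed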
SRC3 inh – inhibitors of human steroid receptor coactivator 3 (SRC3); Q9Y6Q9; HEK293 GAL4-SRC3 luciferase reporter, luminescence; inhibition, % at 3.6 µM; 360,000 compounds, 0.17% hits; AID 588352;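 active means inhibition above a per-campaign cutoff, the mean of all compounds plus 3 SD, cut at about 60% in these data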;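 further: 0% = DMSO-treated cells and 100% = gossypol-treated cells at 36 µM; higher means less SRC3-driven luciferase light from the GAL4 reporter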
NOD2 RIPK2 PPI – NOD2-RIPK2 protein interaction inhibition; 360,000 compounds, 0.38% hits; CHO BLA complementation NOD2-RIPK2, CCF4 ratio; inhibition, % at 4.98 µM; in the data active means inhibition above about 21%;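 further: 0% = vehicle only and 100% = reference blocker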
An asterisk follows results filed as active; x = no result given. An excerpt; count on the stated rates, not on these rows.

SMILES	COUP-TFII inh	TLR9-MyD88 block	TROY NFkB inh	TWEAK-Fn14 inh	Granule exo inh	LRH-1 inv ag	NCOA2 inhibitor	NCOA1 inh	ABHD5-PLIN5 inh	SRC3 inh	NOD2 RIPK2 PPI
O=C(NC(=S)N1CCN(c2ccc(O)cc2)CC1)c1ccco1	11	-7	11	7	31	5	16	10	-9	19	-5
Nc1nc(-c2ccccc2)cc(C(F)(F)F)n1	-20	-4	-8	-10	-1	13	1	15	1	27	-8
OCCC1CN(Cc2cccn2-c2ncccn2)CCN1CCc1ccccc1 (stereo unspecified)	-2	6	1	4	18	-10	-10	15	-3	9	-10
COCCOC(=O)c1c(C)n(C)c2ccc(OC(=O)c3cccs3)cc12	-1	2	-12	-36	-5	2	-38	-15	-2	-2	-10
COc1ccccc1CNC(=O)c1ccoc1C	-6	-1	-18	16	-1	1	29	-41	6	1	-4
CC(=O)c1ccc(Oc2cc(-c3ccccc3)nc(-c3ccccc3)n2)cc1	-6	-7	6	-12	-3	-5	20	-6	5	17	-5
O=C(Nc1ccccc1F)c1cc(Cl)sc1Cl	-12	-8	-38	-29	0	-30	-29	-12	1	-21	-10
O=C(CS(=O)(=O)c1ccc(F)cc1)NCCS(=O)(=O)c1ccccc1	-4	-3	1	-4	-6	11	0	-31	-6	0	-3
COc1ccc2c(=O)c3c(=O)n(-c4ccccc4)c(-c4ccc(C)cc4)nc3oc2c1	3	4	-11	-40	2	-16	4	5	-3	-1	3
Cc1sc2ncnc(N/N=C/c3ccc(O)cc3)c2c1C	3	-2	-1	52*	0	-27	-6	-29	3	-31	-21
C[C@@]12C(=O)N(Cc3ccccc3)CC(=O)N1[C@H]1c3ccccc3OC[C@@H]1[C@@H]2c1ccccc1	14	-7	4	-10	-11	-7	12	-6	4	-18	9
COc1cccc2c(=S)c(CCC(C)=O)c(C)[nH]c12	-7	1	6	0	0	6	-6	-30	5	-5	-2
Cc1cccc(C)c1OC(=O)CCN1C(=O)C2C3C=CC(C4CC34)C2C1=O (stereo unspecified)	7	1	-49	3	-1	5	28	-21	2	16	-13
CC1C(=O)N(Cc2ccc([N+](=O)[O-])cc2)c2ccccc2N1C(=O)c1c(F)cccc1F (stereo unspecified)	30	13	17	14	23	3	7	14	5	22	-6
CC1(C(=O)NCc2cccc(Cl)c2)Cc2c(-c3ccc4c(c3)OCO4)ccnc2O1 (stereo unspecified)	6	x	17	10	4	-8	3	-2	-7	6	1
Cc1ccc(O)c(C2=Nc3ccccc3N=C(c3cccs3)C2)c1	13	5	-16	15	3	-3	6	7	-7	-2	-10
c1ccc(Cn2nnnc2-c2ccco2)cc1	-3	-1	-28	0	8	29	5	3	16	3	-1
N#CC1=C(N)N(c2ccccc2)C(c2cccc([N+](=O)[O-])c2)C1(C#N)C#N (stereo unspecified)	-11	-2	-16	-24	0	7	10	-5	6	-3	-4
CC1=NN(c2ccc(S(=O)(=O)O)cc2C)C(=O)C1	3	6	3	-2	4	-10	-16	-2	-16	5	-14
CN(Cc1ccccc1)c1ccc(C(CC(N)=O)NC(=O)Cc2cccc3ccccc23)cc1[N+](=O)[O-] (stereo unspecified)	15	-2	-1	-3	-4	-14	5	-1	2	0	-4
O=C1NN(c2cccc(Br)c2)C(=O)/C1=C\c1ccccc1	-5	-10	-14	-31	-3	-3	-19	-10	-2	-3	-7
Clc1ccc2nc(COc3ccccc3)[nH]c2c1	-23	5	-31	10	34	-90	-44	-52	1	-70	-5
CCCCNC(=S)NNC(=O)c1ccco1	-14	5	-10	-14	-2	28	-4	1	-2	2	-6
Cc1ccc(-c2cc(C(=O)NCc3cnn(C)c3C)c3cc(Br)ccc3n2)cc1	-3	7	-33	4	-3	-16	-26	-27	7	2	5

A second format for some results above.
| structure | COUP-TFII inh | TLR9-MyD88 block | TROY NFkB inh | TWEAK-Fn14 inh | Granule exo inh | LRH-1 inv ag | NCOA2 inhibitor | NCOA1 inh | ABHD5-PLIN5 inh | SRC3 inh | NOD2 RIPK2 PPI |
| --- | --- | --- | --- | --- | --- | --- | --- | --- | --- | --- | --- |
| O=C1NN(c2cccc(Br)c2)C(=O)/C1=C\c1ccccc1 | -5 | -10 | -14 | -31 | -3 | -3 | -19 | -10 | -2 | -3 | -7 |
| Cc1cccc(C)c1OC(=O)CCN1C(=O)C2C3C=CC(C4CC34)C2C1=O (stereo unspecified) | 7 | 1 | -49 | 3 | -1 | 5 | 28 | -21 | 2 | 16 | -13 |

Remaining list, next part.
SMILES	COUP-TFII inh	TLR9-MyD88 block	TROY NFkB inh	TWEAK-Fn14 inh	Granule exo inh	LRH-1 inv ag	NCOA2 inhibitor	NCOA1 inh	ABHD5-PLIN5 inh	SRC3 inh	NOD2 RIPK2 PPI
CCN(CC(=O)NC(C)C)Cc1nc2c(Br)cc(Br)cc2c(=O)[nH]1	6	5	4	-10	-3	-10	-15	-6	0	-2	1
Clc1ccc(Cn2cc(Br)cn2)cc1Cl	-15	9	-4	-1	-2	-7	-30	11	-4	10	-12
COc1ccc(-c2nc3nc(C)c(Cc4ccccc4)c(=O)n3[nH]2)cc1	-9	-13	-52	2	1	-29	-14	-19	-7	-7	-7
COc1cc2[nH]c(=O)n(CCCCCC(=O)N3CCN(c4ccccc4)CC3)c(=O)c2cc1OC	7	-4	28	47	0	18	-9	-13	0	-4	-1
CC(C)CC(NC(=O)C(NC(=O)OC(C)(C)C)C(C)C)C(N)=O (stereo unspecified)	16	-2	-1	2	-13	-2	17	12	-1	-5	5
CC(C)c1ccc(NC(=O)NC(C)c2ccc3c(c2)OCO3)cc1 (stereo unspecified)	-11	-1	-7	-6	19	-2	-1	-3	-7	-7	9
COc1cc(NC(=O)C(C)Oc2ccccc2)ccc1NC(=O)COc1ccccc1 (stereo unspecified)	21	5	26	-6	-25	-27	-9	1	1	-2	1
Cc1ccc(S(C)(=O)=O)cc1S(=O)(=O)Nc1cccc(Cl)c1	9	2	-12	7	3	11	-6	6	8	15	-5
Cc1ccc(NC(=O)c2nnn(-c3ccc4c(c3)OCCO4)c2N)cc1	-36	5	-14	1	16	-106	-12	-88	-4	-54	2
CN(CC(=O)Nc1ccc(Cl)cc1)C(=O)COc1ncnc2ccccc12	-27	-4	-9	-3	0	-10	19	-12	-12	11	2
CC(C)(C)c1ccccc1NC(=O)Cn1cnc2cc([N+](=O)[O-])ccc2c1=O	6	-2	3	3	-4	14	10	-17	-1	3	-2
O=C1CCC(=O)c2oc3ccccc3c2N1	19	-6	21	9	-3	1	-3	9	8	-4	-26
COc1ccc(C2=NS(=O)(=O)N(C)C(C(=O)N3CCOCC3)=C2)cc1OC	-13	7	-2	10	-4	9	1	6	1	8	5
O=C(Nc1c(-c2ccccc2)nc2ccc(Cl)cn12)c1cccs1	2	2	9	-2	-4	12	8	19	2	6	-1
CN(Cc1cccs1)C(=O)COc1cccc(-n2cnnn2)c1	4	9	4	13	1	22	-11	-10	0	-7	-2
CCCC1S/C(=N/N=C/c2ccc(C)cc2)N(Cc2ccc(OC)cc2)C1=O (stereo unspecified)	0	-68	-13	4	1	-7	-15	6	4	16	-7
NC(=S)NN=Cc1nccc2c(C(F)(F)F)cccc12	-55	-2	13	12	-2	93*	25	87*	-16	91*	8
O=C(Nc1ccc(Cl)cc1)Nn1cnnc1	-13	-4	8	-17	-4	5	9	4	4	5	8
O=C1CCCN1c1ccc(C(=O)N(Cc2nnc(-c3ccc(Cl)cc3)o2)C2CC2)cc1	8	-1	-21	-11	-5	-22	-29	-14	8	0	-9
O=C(O)c1ccc(NS(=O)(=O)c2ccc3c(c2)OCCO3)cc1	-12	-2	-16	-2	2	2	-15	7	4	7	-6
O=C(OCC(=O)N1CCOCC1)c1cncc(Br)c1	-11	-2	-2	8	-4	33	-8	-2	1	-13	-11
CC(C)NS(=O)(=O)c1ccc(NC(=O)C(C)OC(=O)C2CCC2)cc1 (stereo unspecified)	5	0	-14	3	2	-4	8	10	4	4	-3
CC1(C(=O)NCc2ccc(C(F)(F)F)cc2)CCN1Cc1cc2ccccc2o1 (stereo unspecified)	27	x	16	-20	-3	11	33	-4	-1	-12	6
CCCCC(C)n1[nH]c(=O)c2c(C)cc(C)nc21 (stereo unspecified)	8	2	8	-3	14	-12	9	-8	-2	14	1
CCCNc1ncnc2sc(C)c(C)c12	2	6	23	6	-12	35	-7	-1	6	-22	1
Cc1[nH]c2ccccc2c1C(=O)CSC(=S)N1CCOCC1	7	9	-30	-1	1	-31	7	-2	12	-14	-16
COC(=O)[C@@]1(Cc2ccc(OC)cc2)[C@H]2c3cc(C(=O)N4CCCC4)n(Cc4ccc(S(C)(=O)=O)cc4)c3C[C@H]2CN1C(=O)c1ccccc1	7	x	4	4	2	-1	-17	x	11	x	7
O=C(c1ccccc1Cl)N(Cc1ccc(Cl)c(Cl)c1)N1C(=O)CCCC1=O	7	7	-1	4	0	1	2	16	4	15	14
Cc1cc2c(cc1C)-n1nnnc1C(N1CCCNCC1)C(=O)N2 (stereo unspecified)	6	x	x	x	-1	-4	9	x	-3	x	2
CCCCCn1c(=O)[nH]c2cc(C(=O)NCCCN(CC)CC)ccc2c1=O	-10	0	10	-11	-1	-10	1	-6	-3	6	-6
NS(=O)(=O)c1ccc(CNC(=O)c2ccc3c(c2)OCO3)cc1	2	-1	4	-8	4	-4	-12	2	1	-14	-2
Oc1ccccc1-c1n[nH]c(=S)n1Cc1ccccc1	3	-9	1	21	0	10	-11	-14	-8	5	2
O=Cc1cn(CC(=O)NCC2CCCO2)c2ccccc12 (stereo unspecified)	-3	10	9	1	-3	7	6	-21	2	9	3
CCS(=O)(=O)N1Cc2cc(C(=O)N(C)C)nc(-c3cccc(-c4ccc(F)cc4)c3)c2[C@H]1CCO	-5	x	-23	-11	0	-2	-1	x	-6	x	-5
COc1ccc(OC)c(Cc2nnc(CCC(=O)NC(C3CC3)C3CC3)o2)c1	8	-12	14	-2	-8	-11	21	1	-2	17	-9
Cc1ccc(NC(=O)CCN2CCC(C)CC2)cc1	8	8	1	-17	-12	5	0	-14	-3	-7	-10
C[C@H]1O[C@@H](O[C@H]2CC[C@@]3(C)C(CC[C@]4(C)C3C=CC3=C5CC(C)(C)CC[C@]5(CO)[C@H](O)C[C@]34C)[C@]2(C)CO)[C@H](O)[C@@H](O[C@@H]2O[C@H](CO)[C@@H](O)[C@H](O)[C@H]2O)[C@H]1O (stereo partly specified)	-7	5	14	6	-4	9	12	2	7	7	-9
CCN(CC)c1cc(Cl)nc(N)n1	-25	1	-3	-3	-5	-3	-7	-12	2	23	1
CC1(NC(=O)CCc2nc3sc4c(c3c(=O)[nH]2)CCCC4)CCS(=O)(=O)C1 (stereo unspecified)	-16	2	-17	17	5	-3	20	3	1	-11	4
Cc1cc(NC(=O)CSc2nnc(-c3ccco3)n2Cc2ccco2)no1	17	-4	7	-5	-1	13	-15	-12	1	13	5
O=C(O)c1ccc(NC(=O)c2ccccc2Br)c(NC(=O)c2ccccc2Br)c1	15	9	-8	13	-3	1	9	-12	-6	-7	12
C#CCOCCOCCOCCNc1nc(N2CCN(C(=O)[C@H]([C@@H](C)CC)n3cc([C@@H](N)CO)nn3)CC2)nc(N2CCN(C(=O)[C@H](Cc3ccc(O)cc3)n3cc([C@@H](N)CC(C)C)nn3)CC2)n1	-9	6	-11	3	5	-20	1	-11	12	-15	1
O=C(CNc1cccc(S(=O)(=O)N2CCOCC2)c1)Nc1ccccc1F	-16	3	-11	-8	10	-8	-4	-13	1	-3	11
